Screening data as filed in PubChem BioAssay.
Tat export inh: E. coli Tat transport inhibition. E. coli MC4100 TorA-mCherry Tat export, fluorescence. inhibition, % at 10 µM. hit rate 0.036% among 340,000. AID 488895;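 active = mean replicate inhibition at least 50% and at least half of replicates individually reaching 50%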;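 also: exported cargo escapes ClpAP degradation while cytoplasmic cargo is degraded and loses fluorescence; 0% = median of neutral control wells and 100% = median of NaSCN control wells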
PKA-R1A activ: PKA-R1A complex activation; P00514+P68181; PKA-R1A dissociation, Cy5-IP20 fluorescence polarization; scaled: DMSO 0%, 113 µM cGMP 100%; activation, % at 11.4 µM; hit rate 0.083% among 340,000; AID 504707;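 active = percent activation above the mean of all tested compounds plus 3 SD, cut at about 19% in these data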;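 also: higher means more PKAc released from R1A so a rise in polarization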
PKA-R2B act: activators of human PKA-R2B complex; AID 504700; activation, % at 11.4 µM; PKA-R2B holoenzyme dissociation, Cy5-IP20 fluorescence polarization; R2B truncated from residue 108, S112A mutant; 0% DMSO only, 100% 113 µM cGMP; hit rate 0.079% among 340,000;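 active = activation above a cutoff set at the mean over all compounds plus 3 SD, cut at about 18% in these data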;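 also: higher means more holoenzyme dissociation and a rise in polarization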
phage Ecoli inh: E. coli growth loss with phage present; inhibition, % at 11.9 µM; hit rate 0.26% among 360,000; AID 651602; growth absorbance; in the data active = inhibition above about 11%
Mot1-301 SUMO: inhibitors of SUMOylation pathway: yeast Mot1-301 growth rescue | hit rate 1% among 320,000 | S. cerevisiae Mot1-301 growth rescue, ATP luminescence, 38.5C; percent above DMSO median, 100 means doubled | growth rescue, % at 18.8 µM | AID 2716;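 active = every valid replicate shows activation above 250% relative to neutral control wells; inactive = the rest, any valid replicate at or below 250%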;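 also: OY570 slx delta 5 strain wells were the positive control but not used for scaling; some compounds called inactive have numbers as strong as hits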
E coli growth: bacterial growth inhibition, counter-screen for AddAB inhibitors | E. coli V3065 growth, OD600 absorbance, 18 h | inhibition, % at 11.9 µM | hit rate 0.27% among 330,000;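 active = inhibition above the campaign's mean inhibition across all tested compounds plus 3 SD, cut at about 9.9% in these data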;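 also: uninfected addAB+ strain grown without phage in ampicillin broth; 0% = DMSO wells and 100% = ciprofloxacin 0.95 µg/ml wells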
HTR5A ag: HTR5A agonism, opioid heterodimer counter-screen. activation, % at 9.3 µM. AID 504692. HTR5A agonist assay, luminescence, cell-based. P47898. hit rate 0.61% among 340,000; in the data active = activation mostly above about 9.5%, no sharp cut-off; inactive = mostly below about 7.6%;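 also: 0% = cells with vehicle only and 100% = reference agonist; strong numbers were not always called active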
Target sequence (P47898 whole entry, looked up): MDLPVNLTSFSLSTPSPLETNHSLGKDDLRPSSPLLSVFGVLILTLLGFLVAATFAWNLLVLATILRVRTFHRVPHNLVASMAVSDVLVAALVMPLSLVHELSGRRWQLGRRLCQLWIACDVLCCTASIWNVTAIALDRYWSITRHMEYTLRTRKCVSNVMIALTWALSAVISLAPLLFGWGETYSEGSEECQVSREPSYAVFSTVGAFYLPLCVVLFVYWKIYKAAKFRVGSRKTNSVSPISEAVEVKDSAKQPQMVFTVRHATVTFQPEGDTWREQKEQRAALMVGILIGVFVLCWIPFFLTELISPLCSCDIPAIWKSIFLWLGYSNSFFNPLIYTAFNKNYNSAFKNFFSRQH
HTR5A inv ctr: inverse agonist of human HTR5A in OPRM1-OPRD1 counter-screen; inhibition, % at 9.3 µM; HTR5A cell line, luminescence, inverse agonism; hit rate 0.083% among 340,000; in the data active = inhibition mostly above about 23%, no sharp cut-off; inactive = mostly below about 18%;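 also: 0% = cells with DMSO and 100% = no-cell wells with DMSO; some compounds called inactive have numbers as strong as hits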
AddAB inh: less growth of phage-infected E. coli with AddAB; E. coli expressing H. pylori AddAB, absorbance growth; inhibition, % at 11.9 µM; hit rate 0.29% among 330,000; AID 435030; in the data active = inhibition above about 12%;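 also: 0% = vehicle wells of infected cells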
CDK5 p35 inh: CDK5/p35 (human) kinase inhibition; Q00535+Q15078; Recombinant CDK5/p35, ADP-Glo luminescence, 60 min; inhibition, % at 10 µM; hit rate 0.01% among 330,000; AID 488839;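 active = highest replicate inhibition of at least 50% and at least 75% of replicates reaching 50%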;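 also: plate controls were DMSO neutral control for no effect and GW8510 at 10 µM for full effect; many of its hits are not listed in these tables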
DAGLB inhibitor: blocks human DAGLB lipase activity; Q8NCG7; HEK293T DAGLB membrane lysate, EnzChek fluorogenic substrate; inhibition, % at 5.17 µM; hit rate 0.059% among 340,000; AID 504411; in the data active = inhibition above about 34%;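 also: 0% = enzyme with vehicle and 100% = wells lacking enzyme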
Target sequence (Q8NCG7 whole entry, looked up): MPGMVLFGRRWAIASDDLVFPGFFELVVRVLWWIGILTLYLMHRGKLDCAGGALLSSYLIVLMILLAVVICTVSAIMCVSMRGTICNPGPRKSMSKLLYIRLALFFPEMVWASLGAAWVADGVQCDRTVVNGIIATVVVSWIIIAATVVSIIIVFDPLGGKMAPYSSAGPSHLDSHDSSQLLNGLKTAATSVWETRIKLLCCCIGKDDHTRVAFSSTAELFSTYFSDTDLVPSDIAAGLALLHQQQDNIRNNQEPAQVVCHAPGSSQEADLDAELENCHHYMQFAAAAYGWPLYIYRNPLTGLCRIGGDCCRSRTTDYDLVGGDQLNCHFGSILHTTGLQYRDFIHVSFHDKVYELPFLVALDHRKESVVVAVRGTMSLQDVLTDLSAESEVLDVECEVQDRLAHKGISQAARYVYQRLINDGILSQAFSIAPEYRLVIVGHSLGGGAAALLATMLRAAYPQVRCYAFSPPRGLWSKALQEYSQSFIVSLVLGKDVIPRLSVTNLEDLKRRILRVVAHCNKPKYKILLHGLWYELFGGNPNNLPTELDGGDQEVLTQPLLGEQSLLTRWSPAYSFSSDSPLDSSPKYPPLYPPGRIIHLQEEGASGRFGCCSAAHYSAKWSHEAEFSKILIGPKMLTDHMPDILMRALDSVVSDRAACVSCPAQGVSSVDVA
The depositor's hits bear a star; i = inactive; · = not tested or not shown; & = joins results of further samples.

SMILES	Tat export inh	PKA-R1A activ	PKA-R2B act	phage Ecoli inh	Mot1-301 SUMO	E coli growth	HTR5A ag	HTR5A inv ctr	AddAB inh	CDK5 p35 inh	DAGLB inhibitor
O=C(c1ccc(C(F)(F)F)cc1)C1CCCN(C(=O)CCn2cncn2)C1 (stereo unspecified)	-4	-8	-3	2.8	54	0.3	1	-1	4.3	0.2	0
O=C(NCc1cccnc1)NC1(C(F)(F)F)Oc2ccc(Cl)cc2O1 (stereo unspecified)	1	-3	3	·	-11	-0.3	5	-13	-3.2	-3.1	3
CC(=O)Nc1ccc2c(CSc3nnc(N)s3)cc(=O)oc2c1	-5	3	-2	1.4	18	-2.8	7	-19	1.2	-0.9	0
COCCCn1c(N)c(-c2nc3ccccc3n2C)c2nc3ccccc3nc21	3	1	-4	0.6	71	-4.0	-2	5	-2.8	-3.1	-3
N=C(N1CCCc2ccccc21)N1CCCc2ccccc21	5	6	4	0.2	·	·	-1	6	·	2.0	1
O=c1c(-c2ccc(Cl)cc2)c[nH]n1-c1ccccc1	1	2	-3	4.3	-14	5.0	0	0	3.2	-2.8	0
CC(=O)OCC(=O)c1c[nH]c2ccccc12	1	0	13	2.3	-6	2.7	0	-16	4.7	0.1	1
CCCCn1c(N)c(Sc2ccccc2)c(=O)[nH]c1=O	-1	3	-1	2.6	-26	-2.7	1	3	-2.8	-1.8	0
CCOc1ccc(N/C=C/C(=O)c2ccc(C)cc2)c([N+](=O)[O-])c1	-8	-3	-6	2.6	0	2.1	-5	10	2.9	-0.1	1
CCN(CC)S(=O)(=O)c1ccc(OC)c(NC(=O)c2cc3c(=O)n4ccccc4nc3s2)c1	1	-1	2	3.7	8	0.7	-1	-17	1.9	-0.4	-1
COC(=O)CSc1nc(C)c2c(n1)CCCC2	-7	0	4	3.2	1	4.1	6	2	5.1	-2.9	2
COc1ccc(S(=O)(=O)N2CCC(C(=O)NCCC(=O)Nc3ccc(Cl)cc3)CC2)cc1	-11	-10	-5	-1.8	-16	-3.0	-2	16	-0.2	1.4	-2
CC1CC(C)CN(c2nc(N(C)c3ccccc3)nc(N)c2[N+](=O)[O-])C1 (stereo unspecified)	7	-8	-9	-2.7	15	-3.1	3	-17	0.7	-1.0	-17
CCCOC1CCCN(C(=O)c2cc(COc3ccc(F)c(F)c3)on2)C1 (stereo unspecified)	10	-3	-8	0.6	260	-0.3	-3	4	2.6	-0.6	-3
O=C(Nc1ccccc1)C1CCCCN1S(=O)(=O)c1ccccc1 (stereo unspecified)	-1	-9	10	-0.5	-23	0.8	-3	9	-0.6	-0.1	-3
Cc1ccc(S(=O)(=O)NC(=O)COc2ccccc2C)c(C)c1	-6	-9	3	0.6	12	-0.2	-3	12	0.6	0.4	0
Cc1ccnc(NC(=O)c2ccc(C(=O)c3ccccc3)cc2)c1	6	-3	-1	0.4	197	1.4	-1	2	1.0	3.0	-1
CC(C)CC(=O)Nc1cc(C(F)(F)F)ccc1N1CCOCC1	-3	-9	-12	2.5	9	-0.8	1	-2	3.0	3.6	2
CN1CCCC1CCNC1C2CC3CC(C2)CC1C3 (stereo unspecified)	-1	-8	-8	1.6	-6	1.0	3	-11	3.2	2.3	1
CCN1CNC(=S)N(c2cccc(C)c2C)C1	-8	0	-2	-0.2	19	0.6	1	-3	5.3	-0.6	-3
O=C(NC[C@@H]1CCCO1)c1cccc2c1C(=O)c1ccc(Cl)cc1S2(=O)=O	-8	-6	-2	3.4	-5	-3.4	9	-4	-0.7	-3.5	0
O=C(Nc1ccc(F)cc1)c1nc[nH]c1C(=O)O	3	-14	3	2.8	-14	-0.9	0	-1	-0.1	1.2	-9
CC(C)CCC(C(=O)O)C(C)CC(=O)NNC(=O)c1ccco1 (stereo unspecified)	2&-2	-21&-10	-3&-6	1.5&1.2	-2	1.0&1.3	1&0	-3&1	0.3&2.4	0.5&1.1	1&0
Brc1nc(Br)n(Cc2ccccc2)n1	-10	-21	3	2.0	i	0.0	4	-29	-1.1	0.5	-3
CCNS(=O)(=O)c1ccc(CCC(=O)NCc2ccc3c(c2)OCO3)cc1	0	-9	5	1.9	14	-2.2	-5	35	0.7	0.8	-1
O=C(CCS(=O)(=O)Cc1ccccc1)NCC1CCCO1 (stereo unspecified)	4	4	4	1.4	1	-0.2	6	-13	0.6	0.5	-2
Cc1ccc(S(=O)(=O)NC(C)CCc2ccccc2)cc1C(N)=O (stereo unspecified)	2	-4	3	1.3	21	-0.8	0	-1	1.6	0.8	-1
CCOC(=O)c1nn(-c2ccc(Br)cc2)cc1C(=O)c1cccc2ccccc12	0	0	-5	2.6	401	1.9	3	-2	0.3	0.6	-3
Cc1cc(NC(=O)CSc2nc(C)c(C)c(=O)[nH]2)no1	0	-4	-2	3.6	7	-0.5	-2	7	-0.8	-1.9	2
CN(C)S(=O)(=O)n1cnc([C@@H]2[C@H]3C(=O)OC[C@@H]3C[C@@]23N=CN(Cc2ccccc2)C3=O)c1	-5	-6	-7	1.8	8	0.1	11	-1	-2.0	1.2	1
CCCCCCc1c(O)c2ccccc2[nH]c1=O	-2	0	0	1.9	747	-2.6	-2	3	3.3	-1.7	-1
CCN1C(=O)[C@H]2[C@@H](c3ccc(SC4CCCCC4)c(OC)c3)N[C@@](Cc3ccccc3)(C(=O)OC)[C@H]2C1=O	4	-10	-9	2.8	3	-0.6	5	-14	-1.1	-0.8	-4
O=C(NNc1ncc(C(F)(F)F)cc1Cl)c1ccc(Cl)c(Cl)c1	4	-7	-12	0.7	15	-3.9	2	-4	-0.4	0.5	-1
CCOC(=O)c1cc2cc([N+](=O)[O-])ccc2oc1=O	-3	-8	2	-1.4	0	2.2	-2	-8	1.4	0.5	1
CCN1C(=O)CS/C1=N\S(=O)(=O)c1ccccc1	6	-4	-5	0.2	3	0.0	-2	2	1.6	0.3	2
CCOC(=O)C1(C(=O)OCC)COC(=O)C2(CC)OC21 (stereo unspecified)	2	-2	-1	0.4	·	·	-2	9	·	0.6	-1

A draw from above in order of length of the SMILES, ascending.
SMILES	Tat export inh	PKA-R1A activ	PKA-R2B act	phage Ecoli inh	Mot1-301 SUMO	E coli growth	HTR5A ag	HTR5A inv ctr	AddAB inh	CDK5 p35 inh	DAGLB inhibitor
Brc1nc(Br)n(Cc2ccccc2)n1	-10	-21	3	2.0	i	0.0	4	-29	-1.1	0.5	-3
CCCCCCc1c(O)c2ccccc2[nH]c1=O	-2	0	0	1.9	747	-2.6	-2	3	3.3	-1.7	-1
O=C(CCS(=O)(=O)Cc1ccccc1)NCC1CCCO1 (stereo unspecified)	4	4	4	1.4	1	-0.2	6	-13	0.6	0.5	-2
CCOC(=O)c1cc2cc([N+](=O)[O-])ccc2oc1=O	-3	-8	2	-1.4	0	2.2	-2	-8	1.4	0.5	1
Cc1cc(NC(=O)CSc2nc(C)c(C)c(=O)[nH]2)no1	0	-4	-2	3.6	7	-0.5	-2	7	-0.8	-1.9	2
Cc1ccc(S(=O)(=O)NC(C)CCc2ccccc2)cc1C(N)=O (stereo unspecified)	2	-4	3	1.3	21	-0.8	0	-1	1.6	0.8	-1
O=C(NNc1ncc(C(F)(F)F)cc1Cl)c1ccc(Cl)c(Cl)c1	4	-7	-12	0.7	15	-3.9	2	-4	-0.4	0.5	-1
CCOC(=O)c1nn(-c2ccc(Br)cc2)cc1C(=O)c1cccc2ccccc12	0	0	-5	2.6	401	1.9	3	-2	0.3	0.6	-3
CN(C)S(=O)(=O)n1cnc([C@@H]2[C@H]3C(=O)OC[C@@H]3C[C@@]23N=CN(Cc2ccccc2)C3=O)c1	-5	-6	-7	1.8	8	0.1	11	-1	-2.0	1.2	1
CCN1C(=O)[C@H]2[C@@H](c3ccc(SC4CCCCC4)c(OC)c3)N[C@@](Cc3ccccc3)(C(=O)OC)[C@H]2C1=O	4	-10	-9	2.8	3	-0.6	5	-14	-1.1	-0.8	-4

(continued)
SMILES	Tat export inh	PKA-R1A activ	PKA-R2B act	phage Ecoli inh	Mot1-301 SUMO	E coli growth	HTR5A ag	HTR5A inv ctr	AddAB inh	CDK5 p35 inh	DAGLB inhibitor
CCOC(=O)c1ccc(OCC2NCCc3cc(OC)c(OC)cc32)cc1 (stereo unspecified)	1	-4	2	2.0	0	0.1	-2	16	1.7	1.9	-1
Cc1oc2nc(SCC(=O)NCCCO)nc(N)c2c1C	3	2	-16	1.6	2	-1.4	2	10	0.9	3.2	0
CN(C)/C=N/NC(=O)c1ccc(Cl)cc1	0	·	·	4.1	0	-1.8	·	·	1.9	-1.7	·
O=S(=O)(Cc1cc(NCc2ccccc2)nc(-c2ccccn2)n1)c1ccccc1	-8	-8	-15	1.0	-9	4.0	3	4	-1.5	-2.8	-11
CCCCn1c(-c2ccccc2C)nc2cc3[nH]c(=O)c(C(C)C)nc3cc21	19	9	-3	2.1	856	0.5	7	-20	1.5	0.1	3
CC(C)(C)NC(=O)NC(=O)COC(=O)CCC1CCCC1	8	-23	-3	0.8	-5	-1.9	4	-12	0.7	-0.4	-3
COc1cccc(-n2ccnc2SCC(=O)NCc2ccccc2)c1	1	-6	2	4.7	-5	0.2	-1	3	2.6	0.0	1
CCCOc1ccc(C2=CSC3=NCCN23)cc1Cl	-5	-4	-7	1.8	-10	1.1	6	-22	0.4	2.6	-12
COCCNC(=O)C1CCCN(S(=O)(=O)c2ccc3c(c2)CC(C)N3C(=O)C2CC2)C1 (stereo unspecified)	-2	-2	6	1.1	-7	-0.9	0	1	-1.8	0.2	-2
Cc1ccc(-c2nnn(CC(=O)N3CCCCC3)n2)o1	1	3	-5	3.5	0	2.4	7	0	4.6	-3.2	1
COc1ccc(N(C(=O)CCl)C(C(=O)NC2CCCCC2)c2cccnc2)cc1 (stereo unspecified)	1	3	7	0.9	46	-1.7	4	-12	0.3	-1.1	6
CCc1nnc(NS(=O)(=O)c2ccc(N/C=C\C(=O)c3ccc4ccccc4c3)cc2)s1	6	-25	-7	7.7	-8	6.2	-1	14	6.4	-0.2	8
Cc1ccc(-c2nnc(CSc3nnc(C)s3)o2)cc1	12	-3	-2	2.0	-21	-0.2	1	9	2.9	-0.6	3
COc1ccccc1NC(=O)c1ccccc1SC	-2	-2	2	0.2	-18	1.1	-2	8	2.6	0.1	-1
O=C(Nc1nc2c(F)cc(F)cc2s1)C1CCN(C(=O)c2ccc(F)cc2)CC1	-14	-2	6	1.5	-7	2.1	-6	-18	0.3	-1.0	2
Cc1cc(C)cc(N2CC(O)Cn3c2nc2c3c(=O)[nH]c(=O)n2C)c1 (stereo unspecified)	-4	-7	1	1.5	0	·	1	-3	·	-0.6	-3
